# High-throughput results as filed in PubChem.
# GCN5L2 inh: qHTS Assay for Inhibitors of GCN5L2 | Potency, µM (series often up to 58.9 µM), for the others: at the top dose activity change, negative = inhibition, actives largely listed as inhibitors | Histone acetyltransferase KAT2A (Homo sapiens), Q92830 | 390,000 tested, 0.21% active | GCN5L2 HAT assay, ThioGlo1 CoA-SH fluorescence
#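 Preincubate 20nM GCN5L2 with compound 15 min, RT → add 50uM ThioGlo1 + 75uM H3(1-25) + 70uM acetyl-CoA → read fluorescence 0 and 20 min. Primary qHTS; fluorescent artifacts likely.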
# N370S GC mod: qHTS Assay for Inhibitors and Activators of N370S glucocerebrosidase as a Potential Chaperone Treatment of Gaucher Disease. AID 2101, 2009. 330,000 tested, 0.092% active. Potency, µM (highest dose often 59.4 µM), inactives show at the top dose activity change, negative = inhibition, hits mostly inhibitors. Lysosomal acid glucosylceramidase (Homo sapiens), P04062. N370S GC spleen homogenate, 4MU-glucoside fluorescence;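 note: 0% = full enzyme activity and -100% = no enzyme basal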
# FEN1 inh: qHTS Assay for the Inhibitors of Human Flap endonuclease 1 (FEN1); P39748; Recombinant FEN1 flap cleavage, fluorescence, 15 min; Potency, µM (titrated, usually from 114 µM), without a hit: top-dose activity change, negative = inhibition, usual class: inhibitors; 390,000 tested, 0.35% active; AID 588795, 2011; note: nearly all actives have a fitted effect of over 65% in size
# Target sequence (P39748 whole entry, looked up): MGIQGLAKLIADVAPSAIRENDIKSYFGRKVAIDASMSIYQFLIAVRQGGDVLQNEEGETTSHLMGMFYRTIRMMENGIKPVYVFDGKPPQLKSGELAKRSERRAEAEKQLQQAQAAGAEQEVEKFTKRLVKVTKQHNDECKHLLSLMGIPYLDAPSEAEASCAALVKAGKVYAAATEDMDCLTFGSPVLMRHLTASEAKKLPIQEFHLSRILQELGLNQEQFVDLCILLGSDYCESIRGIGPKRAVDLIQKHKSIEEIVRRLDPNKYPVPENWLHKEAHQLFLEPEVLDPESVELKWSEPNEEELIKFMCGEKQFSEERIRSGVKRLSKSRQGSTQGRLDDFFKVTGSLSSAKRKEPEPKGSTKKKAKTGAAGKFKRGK
#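 Compounds are tested as a concentration series against 10 nM FEN1; after a 15 min room-temperature preincubation, 50 nM substrate starts cleavage, with plate reads at 0 and 15 min. Normalized responses are fitted by a Hill equation.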
# Active calls of the source: *; ? = inconclusive; / = not tested or not shown; & = joins results of further samples; [ ] = another dose, or the depositor's remark. Calls come from the whole dose curve; as a rule, active = well fitted curve in the direction sought with a large enough effect; inconclusive = small, poorly fitted or top-dose-only effect, or another doubt; inactive = no such curve, though single readings can be large; an effect the other way counts as inactive or inconclusive. Unless noted, % is set by controls: 0 for no effect and ±100 for the full control effect; potency is the fitted concentration of half-maximal effect.
SMILES,GCN5L2 inh,N370S GC mod,FEN1 inh
CCOC(=O)C1(Cc2ccc(Cl)cc2)CCN(C(C)Cc2ccc(O)c(OC)c2)CC1 (centres undefined),-3%,-24%,-4%
Cc1ccc(C)c(NC(=O)CC2Oc3ccccc3NC2=O)c1 (centres undefined),-16%,3%,-4%
CCOC(=O)C(NC(=O)Nc1ccccc1)(OCC)C(F)(F)F (centres undefined),1%,5%,0%
COC(=O)c1ccccc1NC(=O)Cn1nc(C)c2nn(-c3ccc(Cl)cc3)c(C)c2c1=O,-2%,/,3%
CC(C)c1ccc(NC(=O)CSC2=Nc3ccccc3C3=NC(CC(=O)NCc4ccco4)C(=O)N23)cc1 (centres undefined),2%,/,-17%
N#Cc1cc2c([nH]c1=S)CCCCCC2,-1%,8%,-15%
C[N+]1(CCNC(=O)/C=N/O)CCCCC1,-2%,-5%,-1%
CC(C)Cn1c2nc3ccccc3nc2c2c(=O)n(CCN3CCOCC3)cnc21,-2%,1%,7%
O=C(CC1C(=O)NCCN1C(=O)Nc1ccccc1)Nc1cccc(Cl)c1 (centres undefined),2%,5%,-12%
Cc1ccc(-c2nnn(CC(=O)Nc3ccccc3N3CCOCC3)n2)cc1,0%,1%,0%
C=CCC1(C#N)C(=S)NC2=C(C(=O)CC(C)(C)C2)C1c1ccc(Br)cc1 (centres undefined),-5%,-9%,-1%
CCC(C)NC(=O)COc1ccccc1[N+](=O)[O-] (centres undefined),1%,?,5%
Cc1nn(-c2ccccc2)c(C)c1NC(=O)COC(=O)c1ccc(Cl)c(N)c1,-1%,-2%,1%
O=C(c1nc2ccccn2c1CNCCCn1ncc2ccccc21)N1CCCC1,-7%,-1%,2%
CCOC(=O)Cc1cc(C(=O)Nc2ccc(Br)cc2)sc1-c1ccc(C)cc1,-20%,/,9%
CCOC(=O)CC(NC(=O)Cn1nnc(-c2ccc(C(F)(F)F)cc2)n1)c1ccc(OC)cc1 (centres undefined),1%,/,3%
Cc1oc2c(O)c(O)ccc2c(=O)c1-c1ccc(Cl)cc1,-6%,-9%,-20%
Cc1[nH]c(=O)[nH]c(=O)c1S(=O)(=O)N1CCCCC1,-1%,1%,-2%
O=C(NC1CCCC1)C(c1ccccc1F)N(C(=O)c1csnn1)C1CC1 (centres undefined),-5%,1%,9%
COc1cc(CN2CCN(Cc3cn(C)c4ccccc34)CC2CCO)cc(OC)c1 (centres undefined),2%,-6%,-5%
COc1ccc(C(=O)C2CCCN(C(=O)c3cc(C4CC4)[nH]n3)C2)c(C)c1 (centres undefined),-1%,-2%,15%
Cc1cc(NC(=O)CSc2nc(=O)n(CCCN(C)C)c3c2CCCC3)no1,-2%,-4%,-4%
CCNc1nc(NCC)nc(OCC(=O)O)n1,-1%,-5%,-10%
CCc1cc2c(=O)nc3n(c2s1)Cc1ccccc1/C3=C(/O)c1ccccc1Cl,-3%,7%,-1%
Cc1ccccc1S(=O)(=O)NC1=NCCCCC1,0%,-16%,5%
Cc1oc(=O)c(NC(=O)c2ccccc2)cc1C(=O)c1ccccc1,-12%,-5%,-3%
Cc1cc(C)cc(OCC(=O)N2Cc3ccccc3CC2C(=O)O)c1 (centres undefined),-1%,5%,-1%
CCOC(=O)C1(Cc2cccc(Cl)c2)CCCN(C(=O)CCNC(C)=O)C1 (centres undefined),-5%,-1%,40%[activator]
Cc1c(NC(=O)c2ccc(Br)o2)cccc1-c1nc2ccccc2o1,-1%,/,-11%
COc1ccccc1NC(=O)CSc1nnc(CC(=O)Nc2ccccc2F)n1C,-4%,-16%,-4%
CCCNC(=O)COC(=O)c1[nH]c(C)c(C(=O)OCC)c1C,-3%,-4%,0%
COc1ccc(NC2CCCN(C(=O)c3cccc(C(F)(F)F)c3)C2)cc1OC (centres undefined),-7%,1%,17%
Cc1cc(C)c2c(NC(=O)C3CC3)nn(C)c2n1,2%,-1%,0%
COc1ccccc1NC(=O)CCc1c(C)nc2c(-c3ccc(F)cc3)c(C)nn2c1C,-16%,8%,3%
Cc1ccccc1N(C(=O)c1snc(C(N)=O)c1N)C(C(=O)NCc1ccccc1)c1ccc(O)cc1 (centres undefined),-4%,?,-4%
COC(=O)c1cc(S(=O)(=O)NCC2CCN(CCc3cccs3)CC2)cn1C,1%,-16%,18%
CN(C)S(=O)(=O)c1ccc(C(=O)Nc2ccccn2)cc1,1%,7%,7%
COc1ccccc1C(=O)O[C@H]1[C@H](Cc2ccccc2)NS(=O)(=O)[C@H]2C[C@@H]3C=C[C@]12O3,-10%,/,9%&-3%
CCn1c(CN(C)c2ccccc2)nc2ccccc21,-10%,-9%,-2%
COc1ccc(C2CC(c3ccc(F)cc3)Nc3nc(N)nn32)cc1OC (centres undefined),-10%,6%,19%
Cc1nn(-c2ccccc2)c(C)c1NC(=O)COC(=O)CCOc1ccccc1,-24%,-2%,11%
NC(=O)C1CCN(C(c2ccccc2F)c2nnnn2Cc2ccco2)CC1 (centres undefined),34%[activator],0%,-8%
COc1ccc(NC(C)=O)cc1NC(=O)CN1CCN(CC(=O)Nc2ccccc2Cl)CC1,3%,-5%,3%
Cc1ccc(S(=O)(=O)N2CCN(C(=O)CNC(=O)c3ccc(Cl)cc3)CC2)cc1,4%,/,1%
Cc1ccc(C(=O)Nc2ccc(-c3nc4ccccc4o3)cc2)cc1Cl,-6%,/,-4%
COc1ccc(C(=O)Nc2ccc(N3CCN(c4ccccc4)CC3)c(C(=O)O)c2)cc1,-1%,/,3%
Cc1ccc2nc(SCC(=O)c3c(C)[nH]c4ccccc34)[nH]c2c1,-10%,10%,-18%
CC(C)n1cnc2cc(NCc3ccccc3O)ccc21,-1%,-2%,-2%
CC(C)c1nnc(SCC(=O)Nc2ccc3c(c2)OCO3)n1C,-2%,2%,0%
O=C(O)c1ccc(-n2nc(C(F)(F)F)cc2-c2cccs2)cc1,33%,2%,-2%

# Remaining list, next part
SMILES,GCN5L2 inh,N370S GC mod,FEN1 inh
Cc1ccc(S(=O)(=O)Nc2ccc(O)c(Sc3ncn[nH]3)c2)cc1,-1%,-1%,-9%
COC(CNC(=O)c1ccc2c(c1)nc(C)n2-c1cc(C)cc(C)c1)OC,4%,-5%,3%
NC(=O)C1CCN(C(=O)CCc2nc3sc4c(c3c(=O)[nH]2)CCCC4)CC1,-8%,-19%,-23%
CCn1ncc(C2=NOC(C(=O)Nc3cc(OC)c(Cl)cc3OC)C2)c1C (centres undefined),0%,8%,-4%
CCOC(=O)c1[nH]cnc1C(=O)NC(C)C,0%,2%,2%
O=C(CCNC(=O)C1CCN(S(=O)(=O)c2ccc(F)cc2)CC1)NCCc1cccc(F)c1,-3%,-12%,-19%
CCC(C)[C@H](NC(=O)N1CC(=O)Nc2ccccc21)C(=O)Nc1nccs1 (some centres undefined),-11%,-1%,17%
COc1cc(NC(=O)N2CCC3(CC2)Nc2cc(F)ccc2-n2cccc23)cc(OC)c1OC,-6%,/,-25%
CCOc1ccc(C(=O)OCC(=O)Nc2cccc(S(=O)(=O)N3CCCC3)c2)cc1,-4%,/,-16%
COc1ccc(CN2C(=O)c3cccnc3C2=O)cc1S(=O)(=O)N1CCCCC1,-1%,4%,-5%
CC(=O)c1c(C)[nH]c(C(=O)OCC(=O)NCC(C)C)c1C,18%,11%,-4%
N#C/C(C(N)=O)=C1/SC=C(c2ccccc2)N1c1ccccc1,-1%,1%,5%
Clc1ccc(-c2cn(-c3ccccc3)c3[n+]2CCS3)cc1,-6%,-2%,11%
CCOCCCn1c(=N)c(C(=O)NCc2ccc3c(c2)OCO3)cc2c(=O)n3ccccc3nc21,-3%,12%,/
COc1cc(CN2CCNC(=O)C2CC(=O)N(C)CCC2CCOCC2)cc(OC)c1 (centres undefined),3%,-4%,12%
COc1ccc(C2c3ccc4ccccc4c3Oc3ncn(CCN4CCOCC4)c(=N)c32)cc1 (centres undefined),-12%,-22%,-21%
N#Cc1ccc(/C=C/C(=O)c2ccco2)cc1,-3%,27%,1%
Cc1c(NC(=O)CSc2nnc3c4ccccc4n(CCc4ccccc4)c3n2)c(=O)n(-c2ccccc2)n1C,10%,7%,14%
O=C(CSc1nnc(Cc2cccs2)n1-c1ccccc1)Nc1ccc2c(c1)OCCO2,-3%,10%,3%
CCC1CN(C(=O)NCc2ccc(C)cc2)c2ccccc2O1 (centres undefined),-14%&-3%,-5%,3%&-3%
CC(C)Nc1nc(NNc2nc(Cl)nc(NC(C)(C)C)n2)nc(NC(C)C)n1,-8%,3%,-4%
O=S(=O)(Nc1ccc2c(c1)OCCO2)c1cccc(F)c1,-4%,3%,2%
COCCNC(=O)CN(C(=O)Cn1nnc2ccccc21)c1ccccc1C,2%,-12%,1%
CC(=O)/C(C)=N/O,?,1%,/
CCCOn1c(-n2nc(C)cc2C)nc2ccccc2c1=O,0%,-12%,-5%
COC(=O)c1ccccc1NC(=O)CSCC(=O)Nc1ccccc1OC,?,4%,0%
CCC(=O)Nc1ccccc1-c1nc2ccccc2n(CC(=O)c2ccc(Cl)cc2)c1=O,?,/,-29%
Cc1ccccc1CN1CCC(Oc2ccc(C(=O)N3CCCC3)cc2)CC1,-1%,-7%,-2%
CC(C)[C@H](NC(N)=O)C(=O)Nc1ccc(F)c(Cl)c1,-7%,-10%,3%
CCOC(=O)C1(C(F)(F)F)N=C(N(C)C)OC(N(C)C)=N1,0%,-12%,11%
COc1cc2c(C#N)c(N3CCCC3)nc(N)c2c(N)n1,-3%,?,?
CC(C)(C)C1(C)OC(C(=O)NC2CCCCC2)C(C(=O)NC2CCCCC2)O1 (centres undefined),7%,13%,-6%
CCOC(=O)CSC1=C(C#N)C(c2ccccc2C)C2=C(CCCC2=O)N1 (centres undefined),-7%,-15%,9%
Cc1nnc(SCC(=O)N2CCC(c3noc4ccc(F)cc34)CC2)s1,-6%,9%,5%
Cc1ccnn1CC(=O)N/N=C/c1cn[nH]c1-c1ccccc1,-5%,-1%,2%
CC1=C(NCCc2ccccc2)CCC1=O,0%,-14%,6%
CCOP(=O)(OCC)C(NC(=O)C(F)(F)F)c1ccccc1 (centres undefined),-5%,-16%,-6%
CC(=O)c1ccc(C(=O)N(Cc2cccnc2)c2nc3c(C)c(C)ccc3s2)cc1,-6%,/,-1%
CCOc1ccc(C(C)=O)cc1CC(C(N)=O)C(N)=O,0%,3%,0%
COC(=O)Cc1c(O)ccn(Cc2cccc(C(F)(F)F)c2)c1=O,36%[activator],-15%,7%
COc1ccc(OC)c2sc(N3CCN(C(=O)CCS(=O)(=O)c4ccc(F)cc4)CC3)nc12,-9%,/,11%

# Structural class: the entries above containing a Cl atom.
SMILES,GCN5L2 inh,N370S GC mod,FEN1 inh
CCOC(=O)C1(Cc2ccc(Cl)cc2)CCN(C(C)Cc2ccc(O)c(OC)c2)CC1 (centres undefined),-3%,-24%,-4%
COC(=O)c1ccccc1NC(=O)Cn1nc(C)c2nn(-c3ccc(Cl)cc3)c(C)c2c1=O,-2%,/,3%
O=C(CC1C(=O)NCCN1C(=O)Nc1ccccc1)Nc1cccc(Cl)c1 (centres undefined),2%,5%,-12%
Cc1nn(-c2ccccc2)c(C)c1NC(=O)COC(=O)c1ccc(Cl)c(N)c1,-1%,-2%,1%
Cc1oc2c(O)c(O)ccc2c(=O)c1-c1ccc(Cl)cc1,-6%,-9%,-20%
CCc1cc2c(=O)nc3n(c2s1)Cc1ccccc1/C3=C(/O)c1ccccc1Cl,-3%,7%,-1%
CCOC(=O)C1(Cc2cccc(Cl)c2)CCCN(C(=O)CCNC(C)=O)C1 (centres undefined),-5%,-1%,40%[activator]
COc1ccc(NC(C)=O)cc1NC(=O)CN1CCN(CC(=O)Nc2ccccc2Cl)CC1,3%,-5%,3%
Cc1ccc(S(=O)(=O)N2CCN(C(=O)CNC(=O)c3ccc(Cl)cc3)CC2)cc1,4%,/,1%
Cc1ccc(C(=O)Nc2ccc(-c3nc4ccccc4o3)cc2)cc1Cl,-6%,/,-4%
CCn1ncc(C2=NOC(C(=O)Nc3cc(OC)c(Cl)cc3OC)C2)c1C (centres undefined),0%,8%,-4%
Clc1ccc(-c2cn(-c3ccccc3)c3[n+]2CCS3)cc1,-6%,-2%,11%
CC(C)Nc1nc(NNc2nc(Cl)nc(NC(C)(C)C)n2)nc(NC(C)C)n1,-8%,3%,-4%
CCC(=O)Nc1ccccc1-c1nc2ccccc2n(CC(=O)c2ccc(Cl)cc2)c1=O,?,/,-29%
CC(C)[C@H](NC(N)=O)C(=O)Nc1ccc(F)c(Cl)c1,-7%,-10%,3%

# No enrichment for hits; 0.54% or so of the library scored in one or more.
